Dynein cargo inh: inhibitors of GR-EGFP nuclear translocation, primary screen, dynein cargo transport inhibitor project, imaging, high-content, 3617.4 mouse cells; test concentration mostly 20 µM; stimulated with dexamethasone, 1 µM; active compounds read low; z-score, hits read low; hit rate 0.47% among 220,000; AID 1381, 2008;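 active means plate z-score of nuclear minus cytoplasmic receptor signal below a set negative limit, without overly bright fluorescence or cell loss, cut at about -3.5 in these data, passing the limit was not always enough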;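 further: z-score of nuclear minus cytoplasmic ring GR-EGFP intensity difference per well; some compounds called inactive have numbers as strong as hits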
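medium = tetracycline-free induction medium containing charcoal-stripped FBS | probe or stimulus = dexamethasone, 1.0 µM final | timing = 48 h induction, then 1 h compound, then 30 min agonist, 37 °C | detection = automated 10x imaging of fixed Hoechst-stained cells | read-out basis = nuclear versus cytoplasmic GR-EGFP signal, averaged per well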
WT yeast gro inh: growth inhibition of WT strain, primary screen, mitochondrial fusion inhibitor project, WT and mutant strains, chemical genetic | inhibition, % at 10 µM | mitochondrial fusion phenotypic screen | hit rate 2.1% among 190,000; in the data active means inhibition above about 58%; tested in S. cerevisiae
Hep lipid drop: inhibitors of hepatocyte lipid droplet formation, primary screen, imaging, high-throughput imaging, BODIPY stain; hit rate 0.4% among 240,000; inhibition, % at 6.5 µM; AML12 mouse hepatocytes, oleate lipid droplets;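 active means lipid droplet intensity inhibited by at least 50%, with more than 500 cells counted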
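Material: mouse AML12 hepatocyte cell line, fixed after treatment; Timing: compound with oleate, overnight; Technique: high-content imaging of BODIPY-stained droplets and DAPI nuclei; Probe or stimulus: oleate, 100 µM final; Dosing: compound at 6.5 µM only.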
MT stabilize HCS: microtubule stabilizers in HeLa cells, primary screen, imaging, high-content imaging. HeLa tubulin immunostaining HCS, 24 h; share of cells brighter than vehicle mean+2SD. % tubulin-high responders, % at 10 µM. hit rate 0.83% among 200,000. AID 2205, 2009;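 active means plate Z-score above 3 for both tubulin-high and condensed-nucleus cell shares, with cell loss under 80%, at 10 µM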;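 further: anti alpha tubulin signal scored within the nucleus-defined area of each cell; some results filed as inactive read as strong as hits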
NOD2 inhibition: NOD2 signaling inhibitors, cell-based, luminescence, uHTS, HEK293 (AID 1566). HEK293 NOD2/NF-kB luciferase reporter, luminescence; higher % means a stronger effect. inhibition, % at 4 µM; hits with a dose series show EC50 in µM. hit rate 0.63% among 290,000; in the data active means inhibition above about 50%; further: many of its hits are not listed in these tables
Ins promoter up: insulin promoter activators in MIN6 cells, imaging, high-content screening, mouse beta cells. MIN6 insulin promoter-GFP reporter; active compounds read high. z-score at 5 µM. hit rate 0.3% among 190,000. AID 1625, 2009;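 active means z-score above 3 at 5 µM with at least 500 cells counted in the well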
Autophagy mod: autophagy modulators in MEF cells, primary screen, imaging, high-content, MEF GFP-LC3; MEF GFP-LC3 puncta imaging; test concentration mostly 10 µM; hit rate 0.98% among 190,000; calls only at 10 µM (by protocol);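 active means percentage of spot-positive cells more than 3 SD above its plate mean, without a fluorescence outlier flag or 80% toxicity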;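 further: spot-positive cell cutoff set from DMSO-treated cells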
b-catenin transl: modulators of beta-catenin nuclear translocation, primary screen, imaging, HeLa cells, immunofluorescence, high-content; nuclear translocation activity, % at 5 µM; hit rate 0.3% among 190,000;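 active means nuclear translocation activity above 50% at 5 µM, with a well cell count of 50 or more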;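 further: per-cell ratio of nuclear to cytoplasmic median beta-catenin stain intensity; plate controls were DMSO negative control for no effect and GSK-3 inhibitor IX positive control for full effect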
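Assay system: human HeLa cells, native beta-catenin; doses: 5 µM primary, 0.02–20 µM confirmation; incubation: compound treatment 24 h, 37°C, 5% CO2; technique: fluorescence imaging of beta-catenin antibody stain plus DAPI; measure: % activation, nuclear-to-cytoplasmic median beta-catenin signal ratio per cell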
Yfh1-depleted yeast: enhancers of respiration in Yfh1-depleted yeast, dose response, Friedreich's ataxia, plus single-dose screen (AID 1465) | S. cerevisiae Yfh1-off respiration, WST-1 reduction, 72 h; higher fold induction means a stronger effect | fold induction at 50 µM; hits with a dose series show EC50 in µM | hit rate 0.074% among 220,000;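 active means fold induction of absorbance versus untreated yeast above a set limit, then at least 30% activation at any dose in follow-up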;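 further: activators that raise dye reduction in frataxin-depleted yeast; strong numbers were not always called active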
WT yeast gro inh mutant strain: also measured in WT yeast gro inh; calls as there; inhibition, %; mitochondrial fusion phenotypic screen, mutant strain inhibition
Dynein cargo inh cytoplasmic EGFP: recorded beside Dynein cargo inh, whose call it bears; z-score; measured here: cytoplasmic GR-EGFP intensity; active compounds read high
Dynein cargo inh nuclear GR-EGFP: also measured in Dynein cargo inh; calls as there; z-score; measured here: nuclear GR-EGFP intensity;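 lower value marks the stronger effect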
Dynein cargo inh cell count: also measured in Dynein cargo inh; calls as there; z-score; measured here: cell count per field
Ins promoter up cell count: second read-out of Ins promoter up, no call of its own (marks repeat the call); cell count; measured here: cytotoxicity, nuclei count;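 total cells summed across four imaged fields per well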
Hep lipid drop cells 6.5 µM: also measured in Hep lipid drop; calls as there; cell count; measured here: cell count, cytotoxicity flag;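 cells counted across two imaged fields per well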
b-catenin transl cell count 5 µM: recorded beside b-catenin transl, whose call it bears; cell count; measured here: cell count, cytotoxicity flag
MT stabilize HCS Hoechst-high %: recorded beside MT stabilize HCS, whose call it bears; % Hoechst-high responders; measured here: nuclear condensation Hoechst responders;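 share of cells brighter than vehicle mean plus two SD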
MT stabilize HCS cytotoxicity %: also measured in MT stabilize HCS; calls as there; toxicity, %; measured here: cytotoxicity by cell density;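 0% = mean cell density of plate MIN control wells and 100% = no cells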
Autophagy mod cell loss 18 h: also measured in Autophagy mod; calls as there; toxicity, %; measured here: cell loss, nuclei count;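 cell loss after 18 h compound exposure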
Starred values were filed as active, the others as inactive; i = inactive; nt = not tested or not shown. An excerpt, so the mix of outcomes need not match the whole.

SMILES | Dynein cargo inh | Dynein cargo inh cytoplasmic EGFP | Dynein cargo inh nuclear GR-EGFP | Dynein cargo inh cell count | WT yeast gro inh | WT yeast gro inh mutant strain | Hep lipid drop | Hep lipid drop cells 6.5 µM | MT stabilize HCS | MT stabilize HCS Hoechst-high % | MT stabilize HCS cytotoxicity % | NOD2 inhibition | Ins promoter up | Ins promoter up cell count | Autophagy mod | Autophagy mod cell loss 18 h | b-catenin transl | b-catenin transl cell count 5 µM | Yfh1-depleted yeast
CC(C)COCC1CC2(CC(C)C(=O)CC2=O)C(=O)O1 (stereo not drawn) | -0.703 | -0.138 | -0.227 | 0.781 | 2.1 | 4.0 | nt | nt | 2.0 | 2.6 | 9.8 | 22.8% | 1.15 | 1123 | i | -8.0 | -2.5 | 816 | i
O=C(COc1ncnc2ccccc12)NC1CCS(=O)(=O)C1 (stereo not drawn) | 0.473 | -0.193 | 0.211 | 0.0315 | 4.4 | -2.5 | nt | nt | 2.0 | 2.1 | 8.6 | 11.3% | nt | nt | i | 0.2 | nt | nt | nt
CCc1ccc(OCC(=O)NC(=S)Nc2ccc(C(C)=O)cc2)c(Br)c1 | -0.276 | -0.244 | -0.154 | 0.321 | 28.2 | 13.0 | -3.7 | 753 | 2.9 | 2.2 | 2.6 | 41.8% | 0.52 | 981 | i | -3.0 | -2.8 | 1234 | i
COc1cccc(-n2c(SC)nnc2-c2cnccn2)c1 | -0.404 | -0.221 | -0.0872 | 0.554 | -20.5 | -12.2 | -2.6 | 754 | 5.1 | 3.1 | 12.3 | 5.2% | nt | nt | i | -1.5 | -6.2 | 1214 | i
O=C(/C=C/Sc1ccccc1)c1ccccc1 | -3.59* | 1.89* | -1.12* | 0.981* | 38.8 | 33.2 | nt | nt | 1.8 | 0.9 | 7.8 | -73.6% | 0.05 | 839 | i | 27.9 | nt | nt | i
COC(=O)c1ccc(-c2ccc(/C=N/N3C(=O)C4C5C=CC(C6CC56)C4C3=O)o2)cc1 (stereo not drawn) | -0.8 | -0.223 | -0.829 | 0.467 | 10.4 | -0.8 | 11.8 | 634 | 3.3 | 4.3 | 7.8 | 20.0% | -0.2 | 1412 | i | -10.8 | nt | nt | i
O=C(Nc1ccc(O)c2c(=O)cc(-c3ccccc3Cl)oc12)c1ccc(F)cc1 | 0.298 | -0.705 | 0.0899 | 0.0588 | nt | nt | 7.8 | 765 | nt | nt | nt | 32.0% | 0.48 | 979 | nt | nt | -0.2 | 1152 | i
CCOC(=O)c1ccc(S(=O)(=O)N2CCN(C(=O)c3cc(=O)c4ccccc4o3)CC2)cc1 | 0.439 | -0.286 | 0.209 | 0.519 | 3.9 | 5.9 | 4.2 | 703 | 3.1 | 0.8 | 2.8 | 4.5% | -0.69 | 1658 | i | -21.9 | -2.9 | 1121 | i
O=c1c2ccccc2[nH]c(=S)n1Cc1cccnc1 | -0.0982 | -0.288 | 0.595 | 0.044 | 3.5 | 1.4 | nt | nt | 2.8 | 2.8 | 5.7 | -1.6% | -0.33 | 1181 | i | -21.4 | -5.1 | 998 | i
Cc1cccc(C(=O)c2c[nH]cc2-c2ccccc2)c1 | -0.0481 | -0.307 | -0.404 | 0.277 | 10.4 | -10.9 | -17.3 | 709 | 2.9 | 4.1 | 1.0 | 22.3% | -0.73 | 1094 | i | 3.2 | nt | nt | i
O=C(/C=C/c1ccco1)N1CCN(c2ncccn2)CC1 | -0.601 | 0.309 | -0.364 | 0.967 | -13.7 | 5.5 | -5.0 | 655 | 9.8* | 37.6* | 32.5* | -3.2% | -0.33 | 1398 | i | -2.0 | nt | nt | i
CCN1C(=O)C(CC(=O)Nc2ccc(F)cc2)N(CCCN2CCN(c3ccc(F)cc3)CC2)C1=S (stereo not drawn) | -0.378 | -0.282 | -0.257 | 0.476 | 6.3 | 12.6 | -18.0 | 687 | 3.2 | 2.8 | 12.0 | -30.6% | -2.31 | 939 | i | 2.0 | 0.0 | 1048 | i
CC(C)[C@H](NC(=O)c1ccc(Cl)c([N+](=O)[O-])c1)C(=O)O | 0.519 | -0.213 | 0.33 | 0.255 | nt | nt | -43.0 | 671 | nt | nt | nt | 2.6% | -0.2 | 1055 | nt | nt | -1.1 | 1305 | i
C=CCn1c(CNc2ccc(C)cc2)nnc1SCC(=O)N/N=C/c1ccc(O)cc1 | -0.0389 | -0.146 | 0.212 | -0.107 | -4.1 | 17.1 | -2.6 | 717 | 1.5 | 0.9 | 5.1 | 1.3% | 0.78 | 1198 | i | -0.1 | 1.0 | 1119 | i
COc1ccccc1NC1=C(Cl)C(=O)OC1OC(=O)c1ccco1 (stereo not drawn) | -1.09 | -0.364 | -0.54 | 1.4 | -19.4 | 11.8 | 21.5 | 744 | 2.3 | 1.4 | 4.8 | 8.0% | 0.06 | 1112 | i | -2.7 | 0.9 | 1044 | i
Cc1ccc(C)c(NS(=O)(=O)c2cc(C(=O)NCCSC3CCCCC3)ccc2C)c1 | 0.531 | -0.205 | 0.608 | 0.0516 | 34.5 | 18.7 | nt | nt | 4.4 | 1.5 | 5.1 | 7.7% | -0.17 | 1755 | i | -11.1 | 1.4 | 1429 | i
COc1cc(O)c(C(CCN2CCN(c3ccccc3)CC2)c2cc(OC)c(OC)c(OC)c2)c(OC)c1 (stereo not drawn) | 0.0195 | -0.716 | 0.121 | -0.232 | nt | nt | -0.7 | 788 | nt | nt | nt | -7.8% | -1.01 | 904 | nt | nt | -2.6 | 1139 | i
COCCCNC(=O)CSc1nc2cc3c(cc2c(=O)n1CCCC(=O)NCc1ccc(OC)cc1)OCO3 | 0.954 | -0.402 | 0.00606 | -0.484 | -5.8 | 11.4 | -4.1 | 710 | 1.4 | 1.9 | 6.0 | 11.7% | nt | nt | i | 0.6 | 0.7 | 1170 | i
CC(=O)C1=C(O)C(=O)N(c2nccs2)C1c1ccc(Br)cc1 (stereo not drawn) | -0.35 | -0.1 | 0.121 | 0.674 | 3.9 | -2.2 | 18.7 | 779 | 1.9 | 1.8 | 8.7 | -1.6% | 0.23 | 693 | i | -10.9 | nt | nt | i
CC(/C=N/NC(=O)CSc1nc2ccccc2n1C)=C\c1ccco1 | -0.196 | -0.271 | 0.654 | 0.0722 | 0.0 | -6.1 | -6.9 | 614 | 17.0* | 36.6* | 32.3* | 21.3% | -0.24 | 1272 | i | -1.0 | 25.4 | 272 | i
COC(=O)C1=C(C(=O)OC)SC2(S1)C(C(=O)OC)=C(C(=O)OC)SC1=C2c2cc(C)cc(C)c2NC1(C)C | 0.678 | 0.0488 | 0.0794 | 0.89 | 30.3 | 2.6 | 2.2 | 728 | 2.0 | 1.0 | 4.5 | -2.2% | 0.17 | 1253 | i | -0.8 | -0.9 | 1148 | i
COc1ccc(/C=N/NC(=O)c2nc(-c3ccccc3)cc(-c3ccccc3)n2)cc1 | 0.115 | -0.219 | 0.361 | 0.752 | -0.1 | -5.9 | nt | nt | 3.2 | 1.6 | 1.0 | -15.4% | -1.23 | 835 | i | 17.9 | 4.4 | 1473 | i
COc1ccc(N(C(=O)C(C)C)S(=O)(=O)c2ccc(Cl)cc2)cc1 | -0.44 | -0.213 | -0.231 | 0.824 | 17.4 | 35.7 | 0.4 | 768 | 1.0 | 1.7 | 3.5 | 8.3% | -0.18 | 914 | i | -7.7 | nt | nt | i
O=C(NCC1CCCO1)C1CCCN1C(=O)NC1CCCCC1 (stereo not drawn) | -0.116 | -0.212 | 0.303 | 0.6 | -2.8 | 4.9 | nt | nt | 4.0 | 1.0 | 5.2 | -2.5% | -0.45 | 1172 | i | -4.6 | -5.8 | 1000 | i
COc1ccc(NC(=O)CSc2ccccc2)c(OC)c1 | 1.55 | -0.169 | 0.543 | -0.815 | -0.7 | -2.0 | -7.5 | 756 | 3.1 | 1.8 | 0.6 | -38.2% | nt | nt | i | 16.4 | -6.5 | 610 | i
CC1(C)CNC(=O)C=C(c2ccccc2)C1 | -0.711 | 0.111 | -0.379 | 0.0505 | -5.6 | -3.3 | 0.1 | 792 | 2.6 | 1.4 | 10.9 | 2.7% | 0.24 | 836 | i | -11.7 | 1.3 | 1147 | i
CCCSC1=N/C(=C\c2ccc([N+](=O)[O-])o2)C(=O)S1 | -1 | -0.158 | 0.171 | 0.307 | 23.9 | 11.7 | -5.0 | 677 | 1.0 | 2.1 | 5.2 | 9.7% | 1.1 | 1423 | i | -1.6 | -2.2 | 1062 | i
CCc1cccc(CC)c1NC(=O)CSc1nnc(C(C)C)n1CC | -0.833 | -0.246 | -0.218 | 0.289 | -11.7 | 0.9 | -4.5 | 731 | 6.8 | 3.1 | 12.2 | 3.3% | -0.54 | 1233 | i | -3.8 | -3.3 | 1174 | nt
O=C(O)c1ccc(S(=O)(=O)c2ccc3c(c2)C(=O)N(c2ccc(O)cc2)C3=O)cc1 | -0.484 | -0.237 | 0.353 | 0.371 | nt | nt | 16.1 | 692 | nt | nt | nt | 16.5% | -0.36 | 1027 | nt | nt | -0.1 | 1283 | i
O=C(CCN1C(=O)/C(=C/c2cccs2)SC1=S)Nc1ccccn1 | -0.693 | -0.294 | -0.268 | 0.609 | -1.8 | 5.2 | -2.1 | 780 | 4.6 | 1.7 | 7.7 | -0.7% | 0.36 | 1119 | i | 2.5 | 0.2 | 1111 | i
